Vif-APOBEC3G blk: inhibitors of Vif-APOBEC3G interaction. HeLa A3G-eYFP + Vif (tagged APOBEC3G with the HIV-1 protein that degrades it), YFP fluorescence, overnight. Potency, µM (titrated, usually from 46.1 µM), for inactives: at the top dose activity, negative = active, most hits filed as inhibitors. 0.076% of 410,000 active. AID 602310;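 also: % is scaled to controls: 0 for no effect and ±100 for the full control effect; nearly all actives have a fitted effect of over 60% in size; hits raise eYFP signal because A3G escapes Vif-driven loss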
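HeLa cells stably expressing Vif and C-terminally eYFP-tagged A3G, seeded overnight at 37 deg C, then exposed to compound by pintool overnight at 37 deg C. Rise in yellow fluorescence (Ex 488/Em 500-530, Acumen) marks blocked Vif-driven A3G degradation.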
IDH1 R132H inh: human IDH1 R132H inhibition; O75874; IDH1-R132H enzyme, NADPH consumption, diaphorase/resazurin fluorescence; Potency, µM (series often up to 76.6 µM), inactives show at the highest dose activity change, negative = inhibition, usual class: inhibitors; 0.093% of 390,000 active; AID 602179; also: % is scaled to controls: 0 for no effect and ±100 for the full control effect; nearly all actives have a fitted effect of over 65% in size
Target sequence (O75874 whole entry R132H, stated change not applied): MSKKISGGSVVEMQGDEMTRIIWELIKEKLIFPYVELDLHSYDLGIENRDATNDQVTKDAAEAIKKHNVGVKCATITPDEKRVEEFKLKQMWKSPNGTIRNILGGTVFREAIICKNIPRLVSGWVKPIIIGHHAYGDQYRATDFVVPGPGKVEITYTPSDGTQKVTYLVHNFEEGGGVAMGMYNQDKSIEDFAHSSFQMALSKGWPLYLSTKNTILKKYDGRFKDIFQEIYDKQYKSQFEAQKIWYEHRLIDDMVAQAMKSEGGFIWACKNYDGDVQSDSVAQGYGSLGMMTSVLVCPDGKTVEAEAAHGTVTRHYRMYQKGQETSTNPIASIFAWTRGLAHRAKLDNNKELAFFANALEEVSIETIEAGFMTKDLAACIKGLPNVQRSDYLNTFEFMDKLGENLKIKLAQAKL
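IDH1-R132H (0.5 ug/mL dispensed) in pH 7.5 Tris buffer was preincubated 30 min with compound, then given a substrate mix of 0.016 mM NADPH and 2 mM alpha-KG for 80 min at room temperature; remaining NADPH was read by diaphorase/resazurin fluorescence.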
12-LOX inh: ALOX12 (human) lipoxygenase inhibition. 1.1% of 580,000 active. AID 1671190. P18054. Potency, µM (titrated, usually from 108 µM), for the others: at the top dose activity change, negative = inhibition, hits mostly inhibitors. purified 12hLO, xylenol orange hydroperoxide absorbance; also: % is scaled to controls: 0 for no effect and ±100 for the full control effect
Target sequence (P18054 whole entry, looked up): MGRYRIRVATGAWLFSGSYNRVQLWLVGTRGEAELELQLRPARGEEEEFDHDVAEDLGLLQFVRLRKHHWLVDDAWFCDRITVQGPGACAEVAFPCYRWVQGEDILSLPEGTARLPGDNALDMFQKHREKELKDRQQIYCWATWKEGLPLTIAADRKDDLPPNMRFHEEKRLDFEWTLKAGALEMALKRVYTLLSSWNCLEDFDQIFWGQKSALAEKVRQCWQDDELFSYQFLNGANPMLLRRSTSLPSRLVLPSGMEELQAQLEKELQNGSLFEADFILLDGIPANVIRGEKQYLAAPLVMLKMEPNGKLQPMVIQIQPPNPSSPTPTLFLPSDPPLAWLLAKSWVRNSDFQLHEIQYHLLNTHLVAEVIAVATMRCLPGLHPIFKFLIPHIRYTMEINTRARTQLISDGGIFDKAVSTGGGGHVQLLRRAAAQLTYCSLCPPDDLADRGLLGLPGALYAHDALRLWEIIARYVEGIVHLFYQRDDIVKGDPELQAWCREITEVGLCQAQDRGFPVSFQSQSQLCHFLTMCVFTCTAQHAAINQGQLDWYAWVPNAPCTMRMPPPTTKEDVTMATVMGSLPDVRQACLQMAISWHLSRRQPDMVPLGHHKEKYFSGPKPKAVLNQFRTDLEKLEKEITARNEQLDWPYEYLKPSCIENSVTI
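Purified human 12hLO at 150 nM in 25 mM Hepes, 0.01% Triton X-100, pH 7.0, preincubated 15 min at room temperature with compound. Reaction started with 40 uM arachidonic acid, 30 min at room temperature. Hydroperoxide measured by Fe-xylenol orange, 573/405 nm absorbance ratio.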
RXFP1 agonist: agonists of human relaxin receptor RXFP1; Q9HBX9; Potency, µM (doses to about 57.5 µM), inactives show at the top dose activation, most hits filed as activators; HEK293T-RXFP1 cAMP TR-FRET, 30 min; response scale: percent of porcine relaxin response, buffer zero; AID 2676; 0.3% of 370,000 active; also: % is scaled to controls: 0 for no effect and ±100 for the full control effect; nearly all actives have a fitted effect of over 60% in size; many of its hits are not listed in these tables
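Agonist response is measured as cAMP accumulation in an RXFP1-transfected HEK293T line under PDE4 inhibition. Values are scaled between buffer-only and 29 nM porcine relaxin, and EC50s come from standard Hill equation fits.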
TrxR1 substrate: substrates of rat thioredoxin reductase 1; O89049; purified TrxR1 substrate turnover, NADPH consumption readout; Potency, µM (titrated, usually from 114 µM), for the others: at the highest dose activity change, negative = substrate turnover; 0.01% of 390,000 active; also: % is scaled to controls: 0 for no effect and ±100 for the full control effect; nearly all actives have a fitted effect of over 50% in size
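Rat TrxR1, dispensed at 90 nM, was prereduced with 400 uM NADPH (final) for 5 min at ~22 deg C, then incubated with compound 15 min before 400 uM selenite. A first-read NADPH fluorescence drop versus no-compound background flagged substrates.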
Vif-APOBEC3F blk: blocks the Vif interaction with APOBEC3F; AID 602313; HeLa A3F-eYFP + Vif (tagged APOBEC3F with the HIV-1 protein that degrades it), YFP fluorescence increase; Potency, µM (highest dose often 46.1 µM), for the others: at the highest dose activity, negative = active; 0.2% of 390,000 active; also: % of control where 0% means no effect; nearly all actives have a fitted effect of over 65% in size
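Fluorescence increase (Ex 488/Em 500-530) after overnight compound treatment at 37 deg C flags inhibition of Vif-driven A3F-eYFP loss in stable HeLa A3F-eYFP/Vif cells seeded overnight beforehand.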
RGS4 inhibitor: inhibitors of human regulator of G protein signaling 4; P49798; Transcreener GDP fluorescence polarization, RGS4-accelerated GTP hydrolysis; Potency, µM (series often up to 114 µM), without a hit: at the top dose activity change, negative = inhibition, usual class: inhibitors; 0.039% of 390,000 active; also: % is scaled to controls: 0 for no effect and ±100 for the full control effect; nearly all actives have a fitted effect of over 75% in size; some results filed as inactive show a strong effect at the top dose
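MLSMR compounds (23 nl, pin-transferred) preincubated 10 min at room temperature with a 500nM (2x) first reagent, then RGS4 at 900nM (2x) plus Transcreener GDP mix added; fluorescence polarization (620/688 nm) read before and after 90 min at 30 °C.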
rTrxR1 inhibitor: inhibitors of rat thioredoxin reductase 1; Potency, µM (doses to about 114 µM), inactives show at the top dose activity change, negative = inhibition, usual class: inhibitors; recombinant rTrxR1, NADPH fluorescence consumption, selenite substrate; O89049; 1% of 390,000 active; also: % is scaled to controls: 0 for no effect and ±100 for the full control effect; nearly all actives have a fitted effect of over 65% in size
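Rat TrxR1 (90 nM in the dispensed reagent) was pre-reduced with 400 uM NADPH for 5 min at room temperature, then incubated with compound for 15 min. After 400 uM selenite was added, NADPH fluorescence (Ex 340/Em 450 nm) was followed for 8 min.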
USP1-UAF1 inh: blocks the human USP1/UAF1 deubiquitinase complex; O94782; recombinant USP1/UAF1, Ub-Rhodamine cleavage fluorescence; Potency, µM (doses to about 57.1 µM), without a hit: top-dose activity change, negative = inhibition, hits mostly inhibitors; 0.23% of 390,000 active; AID 743255; also: % is scaled to controls: 0 for no effect and ±100 for the full control effect; nearly all actives have a fitted effect of over 60% in size; inactives centre near -12
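USP1/UAF1 complex (1 nM) preincubated 15 min at room temperature with compound, then Ub-Rho substrate (150 nM final) added. Kinetic fluorescence at 480/540 nm over 6 reads at 60 s intervals; 50 mM HEPES pH 7.8, 0.5 mM EDTA, 0.1 mg/ml BSA, 1 mM TCEP, 0.01% Tween-20.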
Starred values were filed as active, the others as inactive; ? = inconclusive; . = no result given; & = joins results of further samples; [ ] = remark or other dose. Calls follow the shape of the dose curve; as a rule, active = well fitted curve in the direction sought with a large enough effect; inconclusive = small, poorly fitted or top-dose-only effect, or another doubt; inactive = no such curve, though single readings can be large; an effect the other way counts as inactive or inconclusive. Potency is read from the fitted curve at half-maximal effect. The list is partial (hit frequency here may not be typical).

SMILES	Vif-APOBEC3G blk	IDH1 R132H inh	12-LOX inh	RXFP1 agonist	TrxR1 substrate	Vif-APOBEC3F blk	RGS4 inhibitor	rTrxR1 inhibitor	USP1-UAF1 inh
COc1ccc(CC(=O)OCc2cc3ccc(C)cc3[nH]c2=O)cc1	-5%	4%	0%	2.1%	6%	-1%	-1%[11.4 µM]	3%[57.1 µM]	4%
O=C(Nc1cccc2c1CCCC2)C1CCCN(S(=O)(=O)c2cccc3nonc23)C1 (stereo not drawn)	0%	1%	69%[activator]	1.4%	13%[57.1 µM]	?	-31%	11%[57.1 µM]	-5%
c1ccc2c(c1)ncn2-c1ccc(-c2ccnc3ncnn23)cc1	-7%	2%	8%	18%	37%	-16%	-4%	21%[57.1 µM]	6%
C[C@@H]1CC[C@]2(O[C@H](CCO)C[C@H](O)[C@H]2O)O1	-4%	0%	-10%	.	6%	-11%	6%	17%	-21%
COCCNC(=O)c1nn2c(C(F)(F)F)cc(-c3ccccc3)nc2c1Cl	-3%	-2%	0%	1.2%	-8%	-6%	-31%	-17%	-2%
COc1cc(/C=C2\SC(=Nc3ccc(N4CCOCC4)cc3)N(C)C2=O)ccc1OC(C)C(=O)O (stereo not drawn)	-3%	3%	-25%	-0.4%	-18%	-2%	-41%	-15%	?
CCCCn1c(SCc2ccccc2C#N)nc2c(sc3ccccc32)c1=O	1%	2%	3%	-1.4%	-2%[57.1 µM]	3%	1%	9%[57.1 µM]	11%
CCOc1ccc(Br)cc1C(=O)N/N=C/c1cccc(C)n1	0%	-10%	23%	0.0%	-2%	1%	16%	10%	-13%
Oc1cccc(/C=N/n2c(C3CCCCC3)n[nH]c2=S)c1	-2%	-5%	?	-0.4%	7%[57.1 µM]	-5%	-28%	-20%[57.1 µM]	0%
CC(C)c1ccc(Nc2nc(Cl)nc(NCc3ccco3)n2)cc1	2%	0%	-16%	-1.1%	6%	-8%	1%[11.4 µM]	6%	-9%
Cc1cc(=O)cc(C)[nH]1	1%	-1%	1%	0.6%	9%	-1%	-5%	16%	-11%
O=S(=O)(c1c(Cl)sc(Cl)c1Br)N1CCCC1	0%	-2%	-17%	0.3%	-4%	-2%	1%	14%	-21%
Clc1cccc(C2CCN(Cc3nc(COc4ccccc4)no3)C2)c1 (stereo not drawn)	-1%	1%	12%	0.7%	4%	-1%	-9%	-11%	-33%
COc1ccc(CN2CCN(C(=O)c3cccs3)CC2)cc1	5%	-3%	?	-0.3%	-3%	-17%	11%	5%	6%
CCOC(=O)CC1NC(=O)c2ccccc21 (stereo not drawn)	1%	3%	0%	0.0%	-1%	-1%	15%	8%	-4%
CCCCP(=O)(CCCC)Cc1ccccc1	8%	1%	1%	0.5%	-1%[11.4 µM]	2%	10%	?	-4%
CSc1nsc(SCC(=O)Nc2cccc(NC(C)=O)c2)n1	-4%	-4%	4%	-1.7%	10%[0.0914 µM]	-17%	-6%	11%	-5%
N/C(Cc1cccc2ccccc12)=N\OC(=O)COc1ccccc1	-9%	3%	-13%	0.4%	-10%	-13%	-3%	-12%	-10%
Cc1ccc2c(c1)c1ncn(Cc3ccc(F)cc3)c(=O)c1n2C	-1%	1%	29%	6.5%	12%	7%	16%	29%	-25%
S=C1NCN(CCc2ccccc2)CN1	1%	3%	127%[activator]	2.9%	2%	10%	-4%	6%	-16%
CCOC(=O)c1ccc(Nc2c(-c3ccc(O)cc3)nc3nc[nH]n23)cc1	-3%	-24%	38%[activator]	2.8%	0%[57.1 µM]	?	8%	17%[57.1 µM]	?
Cc1ccc(NC(=O)CN2CCc3cc4c(cc3C2C)OCCCO4)cc1 (stereo not drawn)	-6%	-9%	-2%	-0.1%	1%	-3%	1%	23%	-26%
COc1ccc(-c2cc(-c3nc4ccccn4c3NCc3ccccc3)ccc2OC)cc1	-26%	6%[38.3 µM]	-18%	.	86%[activator]	2%	15%	92%[activator]	-14%
CCN(C(=O)CN1CCN(c2ccc(OC)cc2)CC1)c1c(N)n(Cc2ccccc2)c(=O)[nH]c1=O	2%	2%	?	-1.9%	9%[57.1 µM]	3%	-10%[11.4 µM]	0%	-15%

In the list so far, 4 have a Cl atom:
SMILES	Vif-APOBEC3G blk	IDH1 R132H inh	12-LOX inh	RXFP1 agonist	TrxR1 substrate	Vif-APOBEC3F blk	RGS4 inhibitor	rTrxR1 inhibitor	USP1-UAF1 inh
COCCNC(=O)c1nn2c(C(F)(F)F)cc(-c3ccccc3)nc2c1Cl	-3%	-2%	0%	1.2%	-8%	-6%	-31%	-17%	-2%
CC(C)c1ccc(Nc2nc(Cl)nc(NCc3ccco3)n2)cc1	2%	0%	-16%	-1.1%	6%	-8%	1%[11.4 µM]	6%	-9%
O=S(=O)(c1c(Cl)sc(Cl)c1Br)N1CCCC1	0%	-2%	-17%	0.3%	-4%	-2%	1%	14%	-21%
Clc1cccc(C2CCN(Cc3nc(COc4ccccc4)no3)C2)c1 (stereo not drawn)	-1%	1%	12%	0.7%	4%	-1%	-9%	-11%	-33%

Following part:
SMILES	Vif-APOBEC3G blk	IDH1 R132H inh	12-LOX inh	RXFP1 agonist	TrxR1 substrate	Vif-APOBEC3F blk	RGS4 inhibitor	rTrxR1 inhibitor	USP1-UAF1 inh
Nc1nnc(-c2ccc(Cl)cc2)s1	-5%	-5%	16%	0.4%	13%	4%	-11%	7%	-9%
CCOC(=O)c1c(N2C(=O)Nc3cc(Cl)c(Cl)cc3N2O)sc2c1CCCCC2	0%	-2%	.	0.0%	-9%	-3%	-46%	-12%	-7%
COC(=O)[C@H](Cc1c[nH]c2ccccc12)NC(=O)Cc1c[nH]c2ccccc12	-6%	10%	0%	3.2%	-4%	1%	-3%	13%	-17%
O=c1c2ccccc2c(C=NCc2ccccn2)c(O)n1-c1ccccc1Cl	-8%	-2%	0%	-1.6%	-2%[57.1 µM]	-3%	0%	12%[57.1 µM]	-17%
COc1ccc(NC(=O)N2CCN(c3cccc(C(F)(F)F)c3)CC2)cc1OC	0%	5%	-17%	0.0%	-13%	-8%	-11%	-8%	-3%
NNC(=O)CN1C(c2ccccc2)=Nc2ccc(Br)cc2C1c1ccccc1 (stereo not drawn)	-6%	-24%	-4%	0.6%	-18%[57.1 µM]	-1%	-48%	5%[57.1 µM]	-20%
Cc1[nH]c2ccccc2c1C(=O)COC(=O)c1nccnc1N	-9%	-12%	?	0.5%	12%	5%	4%	5%	-7%
O=C(N/N=C/c1cn(-c2cccs2)nc1-c1ccccc1)c1ccccc1O	-4%	0%	?	2.1%	24%	-13%	-2%	-4%	-11%
CCc1ccc(CN(Cc2cccnc2)C(=O)/C=C/c2ccc(OC)cc2)cc1	2%	0%	?	-3.4%	-3%	-1%	6%	8%[57.1 µM]	?
CCOC(=O)c1oc2ccc(S(=O)(=O)n3nc(-c4ccccc4)cc3N)cc2c1C	1%	-2%	13%	-0.4%	6%	1%	2%	32%	-38%
Cc1cc(C(=O)Nc2sccc2C(N)=O)c(C)o1	-7%	-7%	?	.	-10%	?	-19%	?	?
COc1ccc(-n2nnnc2SCC(=O)Nc2c(C)n[nH]c2C)cc1	2%	-4%	-20%	.	9%[57.1 µM]	7%	3%	13%[57.1 µM]	-15%
CCOc1ccc(NC(=O)c2c(C)oc3nc(C)nc(N4CCOCC4)c23)cc1	3%	-7%	-13%	1.5%	-6%	0%	-2%	10%	-16%
O=C(CN(Cc1ccc(F)cc1)C(=O)Cn1nnc2ccccc21)NCC1CCCO1 (stereo not drawn)	-3%	-1%	1%	1.8%	1%	0%	5%	-8%	-2%
CN(C)N1C(N)=C(C#N)C(c2ccccc2Cl)C2=C1CCCC2=O (stereo not drawn)	2%	5%	?	5.9%	10%[57.1 µM]	-3%	2%	6%[57.1 µM]	-12%
CCc1nnc2c(N3CCN(c4cccc(C(F)(F)F)c4)CC3)nc3ccccc3n12	2%	23%	-19%	9.2%	41%[activator]	1%	15%	61%[activator]	?
CSc1ncccc1C(=O)OCC(=O)NCc1ccc2c(c1)OCO2	0%	-5%	0%	1.4%	2%	-11%	-6%	18%	-9%
Cc1cc(C)n2nc(/C(C#N)=C/c3ccccn3)c(C#N)c2n1	-18%	-5%	?	2.4%	-4%[57.1 µM]	-2%	-19%	?	-13%
Cc1cccc(C(C)C)c1NC(=O)COC(=O)CCC(=O)N(CC(C)C)c1c(N)n(CC(C)C)c(=O)[nH]c1=O	-1%	0%	?	.	.	-7%	.	.	-12%
Cc1cc(Br)c(S(=O)(=O)NCc2cccnc2)cc1C	2%	-2%	14%	2.0%	-1%	-1%	1%	27%	-10%
COc1ccc(NC2=CC(=O)CC(c3ccccc3)C2)c(OC)c1 (stereo not drawn)	?	-2%	-3%&5%	3.4%	-3%	-1%	13%	-6%	-9%
CC1(CO)COC2(OC1)C(=O)Nc1ccccc12 (stereo not drawn)	1%	3%	-3%	0.3%	2%	-17%	30%	3%	-23%
Cc1occc1C(=O)O/N=C(\N)c1ccc(Cl)cc1	-2%	6%	20%	-2.4%	11%[57.1 µM]	13%	23%	5%[57.1 µM]	5%
COc1ccc(-c2[nH]ncc2-c2csc(C)n2)c(O)c1	-2%	-1%	3%	-1.1%	-3%	?	-32%	14%	-19%
COc1ccc(N(CC(=O)NC2CCCC2)C(=O)c2ccc(N3CCCCC3)nc2)cc1	-1%	10%	0%[57.4 µM]	0.8%	-5%	-15%	2%	6%	3%
